Screening data (PubChem)
E-selectin induc = induces E-selectin expression in human endothelial cells | P16581 | hit rate 0.37% among 260,000 | activation, % at 7.58 µM | AID 686992 | HUVEC E-selectin immunofluorescence imaging; normalized: neutral wells 0, TNF-alpha wells 100;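 active = mean E-selectin-positive cell signal at least 10% of the positive control, reached in at least 60% of replicates, without over 20% cell loss; inconclusive = no rule given, readout overlaps actives, possibly toxicity-flagged; inactive = the rest, including those meeting only one limit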;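 note: in these data hits start at about 27%; measured in HUVEC primary endothelial cells; signal is the percent of cells scored E-selectin positive by PE staining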
Target sequence (P16581 whole entry, looked up): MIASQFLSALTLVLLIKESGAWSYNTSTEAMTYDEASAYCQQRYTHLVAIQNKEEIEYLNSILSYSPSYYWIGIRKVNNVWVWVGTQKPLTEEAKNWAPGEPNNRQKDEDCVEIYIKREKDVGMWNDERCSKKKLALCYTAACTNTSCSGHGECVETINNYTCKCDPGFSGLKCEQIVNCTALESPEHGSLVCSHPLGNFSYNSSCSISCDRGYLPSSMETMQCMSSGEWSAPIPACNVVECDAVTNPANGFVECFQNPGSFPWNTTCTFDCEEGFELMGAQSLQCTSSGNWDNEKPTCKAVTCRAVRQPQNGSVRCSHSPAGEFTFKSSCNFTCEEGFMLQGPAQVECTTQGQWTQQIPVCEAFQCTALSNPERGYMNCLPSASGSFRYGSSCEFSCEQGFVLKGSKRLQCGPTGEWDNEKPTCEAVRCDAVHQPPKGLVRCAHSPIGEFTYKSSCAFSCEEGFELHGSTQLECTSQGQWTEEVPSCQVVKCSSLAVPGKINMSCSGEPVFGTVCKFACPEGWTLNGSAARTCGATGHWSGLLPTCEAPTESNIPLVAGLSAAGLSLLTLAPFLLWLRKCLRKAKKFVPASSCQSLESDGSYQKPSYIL
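Read-out basis: % PE-positive cells; Test system: HUVEC primary endothelial cells; Technique: immunofluorescence imaging; Dosing: single-point compound dose.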
Xi reactivation = X-chromosome reactivation activator; XiGFP mouse fibroblasts, % GFP-positive cells imaging, 3 d; cells co-treated with 5-aza-dC sensitizer; scaled so ellipticine positive control = 100%; activation, % at 7.58 µM; hit rate 0.055% among 360,000; AID 743238;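 active = mean normalized replicate activation at least 10% and every replicate at or above 10%; inconclusive = only one of the two criteria met; inactive = mean below 10% and not all replicates reach 10%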;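 note: 0% = median of on-plate neutral control wells and 100% = ellipticine 6 µM median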
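Assay system: SV40-immortalized XiGFP fibroblast cells, line 68-5-11; buffer or medium: DMEM plus 5-aza-dC sensitizer; compound: one concentration, pinned; timing: compounds 3 days, fix/stain 15 min at room temperature; benchmarks: positive control ellipticine, 6 µM final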
RAD54 inh = RAD54 (human) branch migration inhibition; Q92698; RAD54 Holliday junction branch migration, FAM/BHQ fluorescence; inhibition, % at 10.4 µM; hit rate 0.14% among 360,000; AID 602329;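 active = mean normalized replicate activity at least 40 and at least half of replicates scoring 40 or more; inconclusive = only one of the two criteria met; inactive = mean below 40 and under half of replicates reaching 40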;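 note: 0% = median of neutral control wells and 100% = median of positive control wells; inhibitors cause a drop in the FAM fluorescence signal; in these data hits start at about 50%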
esBAF inh = inhibitors of esBAF chromatin remodeling in mouse ES cells; AID 602393; reporter increase, % at 12.5 µM; Bmi1-luciferase knock-in reporter, 24 h; 100% = twice the neutral-well signal; hit rate 2% among 350,000; in the data active = activation above about 40%; inconclusive = no clear call, values can overlap the other calls;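 note: 0% = median of the plate's neutral control wells and 100% = double that signal; a rise in the Bmi1 reporter signal indicates esBAF inhibition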
S100A4 MyoIIA = blocks human S100A4 binding to myosin IIA peptide. hit rate 0.14% among 360,000. S100A4/TAMRA-MyoIIA peptide fluorescence polarization. P26447. AID 652163. inhibition, % at 10.7 µM;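 active = mean inhibition of at least 70% across replicates, with every replicate also reaching that level; inconclusive = mean inhibition reaches 70% but some replicates fall short; inactive = mean inhibition below 70%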
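incubation = readout 5 min after mixing, signal stable up to 60 min | system = S100A4 monomer protein | buffer or medium = HEPES pH 7.2 with CaCl2, KCl, NaCl, DTT, Triton | benchmarks = neutral control DMSO, positive control TFP | also added = fluorescent myosin IIA peptide, 5 nM | compound dosing = one concentration per compound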
EWS-Fli inh = inhibitors of EWS/Fli oncoprotein transcriptional activity; inhibition, % at 12.6 µM; hit rate 0.67% among 350,000; AID 651661; A673 NR0B1-luciferase reporter, viability-normalised;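 active = mean inhibition of at least 50% after viability correction, with every replicate also passing that limit; inconclusive = mean reaches 50% but only one of two replicates passes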;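 note: firefly luciferase signal divided by Alamar Blue viability fluorescence both relative to DMSO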
FN deposition inh = fibronectin deposition inhibition; AH1F fibroblasts, Alexa488-fibronectin deposition fluorescence, overnight; inhibition, % at 12.6 µM; hit rate 0.086% among 350,000; AID 743247;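 active = mean inhibition across replicates of 30% or more, regardless of how many single replicates reach that level; inconclusive = mean under 30% yet at least half of replicates reach 30%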;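 note: positive control wells lacked labelled fibronectin entirely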
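Assay system: AH1F fibroblasts assembling fluorescent fibronectin matrix; Amount: 10000 AH1F cells per well; Buffer or medium: DMEM, 2% serum; Probe or stimulus: Alexa488-fibronectin, 24 nM final in well; Doses: single compound dose, delivered by pin transfer; Incubation: 1 h adhesion, overnight exposure; Measured by: fluorescence 485/525 nm; Read-out: fibronectin deposition inhibition.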
RAD52 anneal inh = blocks human RAD52 DNA annealing. inhibition, % at 18.7 µM. hit rate 0.46% among 360,000. recombinant RAD52 DNA annealing, FRET fluorescence. P43351;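 active = every replicate showing at least 50% inhibition; inconclusive = mean inhibition at least 50% but not in every replicate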
Target sequence (P43351 whole entry, looked up): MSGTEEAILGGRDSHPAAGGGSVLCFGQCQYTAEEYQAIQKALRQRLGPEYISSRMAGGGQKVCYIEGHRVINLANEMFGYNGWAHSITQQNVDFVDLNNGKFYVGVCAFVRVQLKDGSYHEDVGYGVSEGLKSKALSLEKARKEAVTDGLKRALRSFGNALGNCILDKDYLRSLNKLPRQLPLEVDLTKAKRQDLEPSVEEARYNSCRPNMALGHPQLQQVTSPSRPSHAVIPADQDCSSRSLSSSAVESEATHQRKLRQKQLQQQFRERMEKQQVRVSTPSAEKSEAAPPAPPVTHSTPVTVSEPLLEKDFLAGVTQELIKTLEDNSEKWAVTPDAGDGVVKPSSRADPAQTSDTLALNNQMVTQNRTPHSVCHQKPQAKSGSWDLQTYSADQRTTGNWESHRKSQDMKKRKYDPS
Numbers without * were called inactive; u = inconclusive; x = no result given; & = joins results of further samples.

SMILES	E-selectin induc	Xi reactivation	RAD54 inh	esBAF inh	S100A4 MyoIIA	EWS-Fli inh	FN deposition inh	RAD52 anneal inh
CCc1ccc(NC(=O)N(CCN(C)C)C(C)c2cccnc2)cc1 (stereo not given)	0.2	0.1	1	6	-6	-4	4	-5
NS(=O)(=O)c1cc(C(=O)OCC(=O)N2CCOCC2)ccc1Cl	x	0.1	5	-1	-1	-8	14	-10
COc1cccc(CNc2nc3cc(-c4ccccc4)sc3c(=O)n2C)c1	-0.1	0.3	-4	16	0	-2	-16	-7
COc1ccc(Cc2nnc(Nc3ccc(C)cc3)o2)cc1OC	-0.2	0.1	5	x	-4	9	9	-11
O=C(Cn1c(NCCCO)nc2ccccc21)c1ccc([N+](=O)[O-])cc1	0.1	0.2	3	-4	-6	-4	-7	-6
CN(C)C(=O)CSc1nnc(-c2ccncc2)n1Cc1ccco1	x	-0.1	x	x	34	0	-8	-17
CCc1cccc(NC(=O)Cn2c(=O)oc3cc(S(=O)(=O)N4CCOCC4)ccc32)c1	-0.2	0.4	14	-22	-17	5	1	-21
O=C(C[C@@H]1C=C[C@@H](NC(=O)c2cccnc2)[C@H](CO)O1)NCc1ccncn1	-0.4	0.2	x	x	-2	x	11	-7
Cc1cc(C)c(NC(=O)Cn2c(=O)n(-c3ccc(CC(=O)NCC4CCCO4)cc3)c(=O)c3ccccc32)c(C)c1 (stereo not given)	0.0	0.2	x	3	-6	6	-6	0
O=C(c1ccc(F)cc1)N1CC(=O)N2[C@H](CO)[C@H](c3ccc(C#CC4CCCC4)cc3)[C@@H]2C1	-0.6	0.0	x	x	-46	-3	-12	-4
O=C(c1cscn1)N1CCCC(N2CCN(c3ccc(F)cc3)CC2)C1 (stereo not given)	x	0.3	-16	x	-8	-12	23	-15
Cc1cccc(OCC(=O)Nc2ccc(N3CCN(C(=O)c4ccco4)CC3)cc2)c1	x	x	0	4	4	-6	x	-4
CCC(C)NCCCCOc1ccc(Br)cc1 (stereo not given)	-2.3	0.3	x	x	-3	10	5	-7
Cc1ccc(NC(=O)CN(C)C(=O)COC(=O)/C=C/c2cccs2)cc1	0.1	0.2	x	x	-3	0	-1	-2
Cc1ccc(NC(=O)CN(C)C(=O)Cc2ccc(Cl)cc2Cl)cc1	-0.1	0.0	5	3	2	-1	-3	-22

Of the compounds above, 2 have fluorine:
SMILES	E-selectin induc	Xi reactivation	RAD54 inh	esBAF inh	S100A4 MyoIIA	EWS-Fli inh	FN deposition inh	RAD52 anneal inh
O=C(c1ccc(F)cc1)N1CC(=O)N2[C@H](CO)[C@H](c3ccc(C#CC4CCCC4)cc3)[C@@H]2C1	-0.6	0.0	x	x	-46	-3	-12	-4
O=C(c1cscn1)N1CCCC(N2CCN(c3ccc(F)cc3)CC2)C1 (stereo not given)	x	0.3	-16	x	-8	-12	23	-15

(further entries)
SMILES	E-selectin induc	Xi reactivation	RAD54 inh	esBAF inh	S100A4 MyoIIA	EWS-Fli inh	FN deposition inh	RAD52 anneal inh
COCC(=O)Nc1ccc2c(c1)C(=O)N(C)[C@@H]1CC[C@@H](CC(=O)NCC3CCCCC3)O[C@@H]1CO2	0.0	0.1	-4	2	3	-1	-5	-14
COc1ccc(NC(=O)c2nnn(Cc3cccc(F)c3)c2N)c(OC)c1	-0.4	0.3	0	4	4	1	-13	0
C[C@@H]1CN([C@@H](C)CO)C(=O)Cc2cc(NC(=O)C3CC3)ccc2O[C@@H]1CN(C)Cc1ccc(-c2ccccc2)cc1	1.7	0.0	-3	-1	31	-3	x	-11
CC(C)NC(=O)Nc1ccc2c(c1)C(=O)N([C@H](C)CO)C[C@@H](C)[C@@H](CN(C)C(=O)Cc1ccccc1)OCCCC[C@H](C)O2	0.6	0.0	-1	x	3	x	5	14
N#C[C@H]1[C@@H](c2ccc(C#CC3CCCC3)cc2)[C@@H](CO)N1S(=O)(=O)Cc1ccccc1	0.1	0.2	-5	-5	-5	5	-4	-21
COC(=O)c1cc(S(=O)(=O)NCc2ccccc2)cn1C	-0.1	0.2	3	-6	-2	1	0	-8
COc1ccc(C)cc1-n1nc2ccccc2n1	x	0.1	-3	6	-7	-6	13	-8
C[C@@H]1CN([C@H](C)CO)C(=O)c2cc(NC(=O)CCN3CCOCC3)ccc2O[C@H]1CN(C)CC1CCCCC1	0.2	0.4	1	1	x	-3	-1	14
Cc1ccc(S(=O)(=O)N2C[C@]3(O)C[C@@H]4C(=O)N(c5ccccc5)C(=O)[C@@H]4C[C@]3(OC(=O)NC3CCCC3)C2)cc1	-0.2	0.1	-14	5	-4	-3	-1	-3
COc1ccc(Cl)cc1C(=O)N(Cc1nc(-c2cccc(C)c2)no1)C(C)C	5.5	0.0	-3	-13	-2	1	0	-2
CCOc1ccccc1C1C(C(=O)Nc2ccc(OC)cc2)=C(C)Nc2nc(CCCO)nn21 (stereo not given)	1.1	0.2	-7	16	-4	-4	1	-7
Cc1ccc(S(=O)(=O)N(C)C)cc1NC(=S)N(CCC#N)Cc1cccnc1	x	0.0	x	x	-1	-2	-1	-12
CC1CC(C)CN(CCCNC(=O)c2ccc3c(SCC(=O)O)c4c(nc3c2)CCC4)C1 (stereo not given)	x	-0.5	-5	-7	0	1	-7	-1
CCN(CCn1cccn1)C(=O)c1cc(COc2ccc(F)cc2Cl)on1	0.0	0.2	3	-2	1	-12	0	-14
CCCC(=O)NC(C)c1nc2ccccc2n1C (stereo not given)	0.0	0.0	-21	2	1	-3	3	-4
COC(=O)[C@H]1[C@H](CO)[C@H]2Cn3c(ccc(-c4cccc(F)c4)c3=O)[C@H]2N1C(C)=O	-1.3	0.2	-2	0	9	-1	x	-3
NS(=O)(=O)c1cccc(NC(=O)CSc2nnc(-c3ccccc3F)n2C2CC2)c1	-1.5	-0.1	-1	-3	0	-4	3	-12
Cc1ccnc(NS(=O)(=O)c2ccc3c(c2)CCO3)c1	-0.1	u	x	x	-3	2	-4	-6
CCC(=O)Nc1ccc2c(c1)C(=O)N(C)C[C@H](OC)[C@H](C)CN(C(C)=O)[C@H](C)CO2	-0.3	0.2	6	-4	2	-1	-6	-3
C[C@H]1CCCCO[C@@H](CN(C)C(=O)Cc2ccccc2)[C@@H](C)CN([C@@H](C)CO)C(=O)c2cc(NS(=O)(=O)c3cn(C)cn3)ccc2O1	0.0	0.1	-23	9	16	-11	x	-4
C[C@@H]1CN([C@@H](C)CO)C(=O)c2cc(NC(=O)Nc3ccc(F)cc3)ccc2O[C@H]1CN(C)C(=O)Nc1cccc2ccccc12	0.1	0.1	4	-2	15	-1	7	-10
C[C@@H]1CN([C@H](C)CO)C(=O)CCCn2nncc2CO[C@H]1CN(C)C(=O)CCC(F)(F)F	-9.4	-0.1&0.2	-8&-2	-5&-3	-2&32	-7&4	5&5	3&1
O=C(C1CCCC1)N1CC2(C1)[C@H](c1ccccc1)[C@H](CO)N2Cc1cncnc1	-0.1	0.1	x	x	9	-5	1	-16
Cc1noc(C)c1S(=O)(=O)Nc1ccc2c(c1)CC(=O)N([C@@H](C)CO)C[C@@H](C)[C@@H](CN(C)Cc1ccncc1)O2	x	-0.3	2	1	-4	-1	x	4
CCOC(=O)c1c(SCCN2CCCCC2)n(-c2ccccc2)c(=S)n(-c2ccccc2)c1=O	x	0.5	x	x	0	79*	-7	-17
CCCN(CC1CC1)C(=S)Nc1ccc(C(C)=O)cc1	5.6	0.0	-2	9	0	-1	11	-9
C=CCN=C1S/C(=C\c2ccc(Cl)cc2)C(=O)N1CC=C	0.6	0.0	-13	x	3	-17	-2	-2
COC(=O)C[C@@H]1C[C@@H]2c3cc(NC(=O)CN(C)C)ccc3O[C@@H]2[C@H](CO)O1	-0.4	0.0	7	-12	4	-1	x	4
O=C(N/N=C/c1ccccc1C(F)(F)F)c1ccc2nc[nH]c2c1	x	-0.1	-4	17	6	-35	-8	1
C[C@@H]1CN([C@H](C)CO)C(=O)Cc2cc(NC(=O)C3CC3)ccc2O[C@H]1CN(C)Cc1ccc(C(=O)Nc2ccccc2N)cc1	-0.1	0.6	2	-7	0	38	x	15
C/C(=C\c1ccccc1)C(=O)NCc1ccco1	-0.6	0.0	x	x	2	-33	-1	-27
CO[C@@H]1CN(C)C(=O)c2cc(NS(C)(=O)=O)ccc2OC[C@@H](C)N(C(=O)c2ccc3c(c2)OCO3)C[C@@H]1C	u	0.2	-1	1	-1	1	-8	-11
CO[C@@H]1CN(C)C(=O)c2cc(NC(C)=O)ccc2OC[C@H](C)N(S(C)(=O)=O)C[C@H]1C	0.0	0.3	-6	0	0	11	-8	-1
COc1ccc(S(=O)(=O)N(C)CC(=O)NCc2cccnc2)cc1OC	x	x	4	-4	-1	x	x	3
COc1cccc(NC(=S)N(CCC(C)C)C2CCN(C(C)=O)CC2)c1	0.0	0.0	-2	1	3	-1	9	0
COc1ccc(NC(=O)Nc2ccc3c(c2)C(=O)N([C@H](C)CO)C[C@H](C)[C@@H](CN(C)C)OCCCC[C@@H](C)O3)cc1	-0.2	0.0	9	-5	-2	-4	x	11
O=C(C1CCCC1)N1CCCCN2[C@@H](CO)[C@H](c3ccc(C#CC4CC4)cc3)[C@@H]2C1	x	x	3	x	1	-13	x	18
O=C(CCC(=O)N(CC(=O)NC1CCCCC1)Cc1ccc(F)cc1)Nc1nccs1	-0.2	0.0	-3	-4	5	8	0	1
CN(CCc1ccccn1)C(=O)c1ccc(OC2CCN(CCc3ccccc3)CC2)cc1	0.1	0.0	4	9	-1	x	4	-8
COc1ccccc1C(=O)N1C[C@@H]2[C@H](c3ccccc31)[C@H](CO)N2C(=O)C1CCCC1	0.8	0.1	-7	-2	-3	-1	2	-5
O=[N+]([O-])c1ccc(-n2cccn2)c(-c2nn[nH]n2)c1	7.7	0.0	x	x	2	-14	4	-6
CC(=O)NN1C(=O)c2ccccc2NC1c1ccc([N+](=O)[O-])o1 (stereo not given)	0.1	-0.8	-5	-15	4	3	-1	-17
COc1ccc(CCNC(=O)CSc2ccc3nnc(CCNC(=O)c4ccccc4)n3n2)cc1OC	-0.3	0.0	0	5	-1	x	x	-12
CNC[C@H]1Oc2c(NC(=O)Nc3c(C)noc3C)cccc2C(=O)N([C@H](C)CO)C[C@@H]1C	0.2	-0.1	-6	-2	7	-11	-4	18
CCOc1ccccc1N1CCN(C(=O)CC(C)C)CC1	x	0.0	-16	x	-7	-6	-6	0
CCOC(=O)N/N=C/c1cccnc1	4.5	0.0	x	x	1	-1	-9	-6
COc1ccc2c3c(n(C)c2c1)[C@@H](CO)N(C)CC31CCN(C(=O)C2CCC2)CC1	-0.4	0.1	x	x	-3	0	x	-26
Cc1ccc(N(C)C(=O)CC(C)S(=O)(=O)c2ccc3c(c2)NC(=O)CO3)cc1 (stereo not given)	x	0.1	-4	5	5	-8	-17	-9
